NCI-60 one-dose screen, 48 h, at 10 µM unless noted. Numbers give growth in % (100 = growth as untreated, 0 = no growth, -100 = all killed).
HL-60(TB): HL-60(TB) leukemia cells | 78,000 tested, 9% active | AID 1794776; active = growth percent below 10
* hit, by the source's call; & = joins results of further samples. The list is partial; rates above refer to the full screens.

SMILES	HL-60(TB)
CCOC(=O)c1sc(/N=C2\C(=O)Nc3ccc(C)cc32)nc1C	104
CO[C@@H]1[C@@H](OC)N(S(=O)(=O)c2ccc(Cl)cc2)C(=O)N1S(=O)(=O)c1ccc(Cl)cc1	96
CC(=[N-])N1CCC[C@@H](Nc2c3ccccc3nc3ccccc23)C1.[Cl][Pt].[NH-]CCC[NH-]	17
COc1cc(/C=C2\C(=O)N(c3c(Cl)cccc3Cl)c3ccccc32)cc(OC)c1OCCCCCCn1c2ccccc2c(=O)c2ccccc21	106
OCCC1CCNCC1	97
CN(C)c1ccc(/C=N\NC(=O)CCCCC(=O)N/N=C\c2ccc(N(C)C)cc2)cc1	91
CC12O[C@H](C[C@@H](OC(=O)CCC(=O)O)[C@H]1O)n1c3ccccc3c3c4c(c5c6ccccc6n2c5c31)C(=O)NC4=O	67
CC(C)(CCc1ccccn1)C(=O)CCCc1ccccn1	103
CN1C(=O)C(=Cc2cn(C(=O)c3ccc(Cl)cc3)c3ccccc23)C(=O)N(C)C1=O	106
Cc1cc(=O)n(C(=O)Nc2ccccc2)c2cc(O)ccc12	117
O=C1CC=Nc2ccc([N+](=O)[O-])cc21	105
Ic1ccc(OCCCCCn2ccnc2)cc1	42
COc1ccc(S(=O)(=O)Nc2c(/C=C\c3cc(OC)c(OC)c(OC)c3)ccc(OC)c2O)cc1OC	4.3*
N#C/C(=C\N1C(=O)/C(=C/c2cccc([N+](=O)[O-])c2)SC1=S)c1nc2ccccc2s1	95
COc1cc(-c2n[nH]nc2-c2ccccn2)cc(OC)c1OC	83
CC(C)C1CCC(C)C(C2(C#N)C(N)=NC(N)=C2C#N)C1=O (stereo unspecified)	97
CC#CC#Cc1cccc(=O)o1	18
O=C(O)CC1(C(=O)O)CCCC1	106
Cc1ccc2c(n1)C(=O)C(Cl)=C(Nc1ccccc1C(=O)OC(C)(C)C)C2=O	-33*
CC(C)(C)c1cc(/N=C/c2ccc(F)cc2)n(-c2ccccc2)n1	77
COc1ccc(Oc2nc(Nc3ccc(N4CCOCC4)nc3)ncc2NC(=O)c2cc(OC)cc(OC)c2)cc1	75
COc1ccc2nc(C)cc(S(=O)Cc3nccc(OCC(F)(F)F)c3C)c2c1 (stereo unspecified)	82
NC(=O)c1cc(Br)ccc1NC(=O)/C=C/c1ccccc1	-23*
O=C(O)c1ccc(N2C(=O)c3ccccc3C2=O)cc1[N+](=O)[O-]	106&95
CC(Sc1nc2sc3c(c2c(=O)n1-c1ccc(Cl)cc1)CCCC3)C(=O)Nc1ccc([N+](=O)[O-])cc1Cl (stereo unspecified)	107
O=C(CC1c2ccccc2NC(=O)N1Cc1ccccc1)c1ccccn1 (stereo unspecified)	88
CCCCNC(=O)Oc1ccc(/C(=C(\C)c2ccc(Cl)cc2)c2ccc(OCCN(CC)CC)cc2)cc1	70
c1cc2cccc3c4cccc5cccc(c(c1)c23)c54	109
COc1ccc(C(=O)OC2CC3CCC(C2)N3C)cc1OC (stereo unspecified)	112
COc1cc(C)cc(C(O)Cc2cccc(-c3ccc(N)nc3)n2)c1 (stereo unspecified)	103
COc1ccc(C(=O)N2c3ccccc3Sc3ccccc32)c(OC)c1	0.6*
O=C1OC(=O)[C@H]2[C@@H]1[C@H]1C=C[C@@H]2OC1=O	95
O=C1/C(=C/c2ccccc2)SC(=S)N1CCc1ccc(O)cc1	95
CCn1c2ccccc2c2cc(NC(=O)c3ccccc3-c3ccccc3C(=O)O)ccc21	89
CN(C)c1oc(-c2nc(C#N)c(N(C)C)o2)nc1C#N	98
O=C1Nc2cc(Cl)ccc2/C1=C/c1ccc(N2CCOCC2)s1	93
O=C1C(=O)N2C(c3ccccc3)[C@@]3(O)C=C[C@]24[C@@H](C3)[C@H](O)c2ccccc2N14 (stereo partly specified)	127
Cc1ccc(-c2cc(Cc3c(Cl)cccc3Cl)c(=O)n(Cn3ccc4ccccc43)n2)cc1C	140
CC(C)CCC(=O)[C@@H](C)[C@H]1[C@@H](OC2OCC(O)C(O)C2NS(C)(=O)=O)C[C@H]2[C@@H]3CC=C4C[C@@H](O)CC[C@]4(C)[C@H]3CC[C@]12C (stereo partly specified)	7.3*
O=C(Cn1cc(CN2CCN(c3ccnc4cc(Cl)ccc34)CC2)nn1)Nc1ccc(F)cc1	76
Cn1cc(C2=C(c3cccc4ccccc34)C(=O)NC2=O)c2ccccc21	98
Cc1ccc(C)c(C(S)C(=O)O)c1 (stereo unspecified)	103
Brc1cccc(-c2cc(-c3ccc4c(c3)OC=CO4)[nH]n2)c1	15
CCc1ccc(C2CC(c3cccc(Br)c3)=NN2c2ccc(S(N)(=O)=O)cc2)cc1 (stereo unspecified)	96
O=C(NC1CCCCC1)C(c1ccc(O)c(O)c1O)N(C(=O)c1cc(O)c(O)c(O)c1)c1cccc(O)c1 (stereo unspecified)	104
Cc1cnc2[nH]cc(-c3csc(-c4c[nH]c5ncccc45)n3)c2c1	93
CC1C(=O)N(c2ccccc2)C1c1ccccc1 (stereo unspecified)	105
OCCNc1nc(O)c(/C=c2\ccc3c(c2)N=CC=3)s1	99
CC1=C/C(=C(\c2ccc(N(C)C)cc2)c2ccc([N+](C)(C)C)cc2)C=CC1=[N+](C)C	99
COc1cccc(/C=C2\CCc3ccccc3C2=O)c1	63
COCCOC(=O)C1=C(C)N(C)C(=O)NC1c1ccc2c(c1)OCO2 (stereo unspecified)	131
Nc1ccc(/C=C\C(=O)c2ccccc2)cc1	94
COc1ccc2nc3cc(Cl)ccc3c(NCCCNC(C)=O)c2c1	58
COc1ccc(-n2c(=O)n(O)c(=O)c3ccccc32)cc1	91
CC1CCN(C(=S)SCc2ccc(-c3ccccc3-c3nn[nH]n3)cc2)CC1	90
COc1ccc(-c2cc(NC(=O)Nc3cccc(Cl)c3)no2)cc1	91
Cn1cc(CC2CC(=O)N(c3ccccc3)C2=O)sc1=Nc1ccccc1 (stereo unspecified)	109
Cc1ccccc1OCC(O)COc1ccccc1C	128
C=C(C(=O)OC1CC2CCC(C1)[N+]2(C)[O-])c1ccccc1 (stereo unspecified)	98
CC(=O)Nc1cccc(Oc2c(/C=N/NC(=O)Cn3c(=O)sc4ccccc43)c(C)nn2-c2ccccc2)c1	87

Carrying on.
SMILES	HL-60(TB)
O=[N+]([O-])c1ccc(/C=N/c2nnc(-c3ccccc3)o2)cc1	84
COc1ccc(C=O)cc1O	83
O=C(CSc1nc2ccccc2c(=O)[nH]1)NNC(=O)c1ccccc1	108
NS(=O)(=O)c1ccc(NC(=O)Nc2cnn(-c3ccc(S(N)(=O)=O)cc3)c2-c2ccccc2)cc1	94
CN(C)c1ccc(/C=C/C#N)cc1	96
[2H]C([2H])([2H])Oc1cccc(/C=C/C(=O)/C=C(O)/C=C/c2cccc(OC([2H])([2H])[2H])c2OC([2H])([2H])[2H])c1OC([2H])([2H])[2H]	98
Cc1ccc2oc(=O)cc(-c3nnc(N)s3)c2c1	100
CCCC(=O)Nc1ccc(OCC)cc1	83
OC1CCCCC1N1CCC(c2ccccc2)CC1 (stereo unspecified)	86
CN1CCN(CC#CCN=C[C@]23CCC(C)(C)C[C@H]2C2=CC[C@@H]4[C@@]5(C)CCC(=O)C(C)(C)[C@@H]5CC[C@@]4(C)[C@]2(C)CC3)CC1	85
OCc1ccccc1O[C@@H]1O[C@H](CO)[C@@H](O)[C@H](O)[C@H]1O	117
COc1cc2ccn(CCC(=O)NCCC(C)C)c(=O)c2cc1OC	116
O=S(=O)(Nc1nc2ccc(C(F)(F)F)cc2s1)c1ccccc1	92
CC/C=C\C[C@H]1C/C=C2/C(=O)C=C[C@H]2C/C=C\CCCC(=O)O1	7.9*
C=CCNC(=S)NNC(=O)CN1CCN(c2cc3c(cc2F)c(=O)c(C(=O)O)cn3C2CC2)CC1	99
COc1cc2c(c(OC)c1OC)C(=O)CC(c1cccc(NC(=O)c3cc(NC(=O)[C@H](C)NC(=O)OC(C)(C)C)ccc3Cl)c1)O2 (stereo partly specified)	76
CCC(=O)Oc1cc(Cl)c(Cl)cc1Cl	106
CNC(=O)c1cc(-n2ccc3cc(NC(=O)c4ccc(N5CCOCC5)c(C(F)(F)F)c4)ccc32)ccn1	66
N#C/C(=C\c1c(-c2ccccc2)[nH]c2ccccc12)C(N)=O	40
CCOC(=O)CSC1=NC(c2cccc([N+](=O)[O-])c2)c2sc3ccc(Cl)cc3c2N1 (stereo unspecified)	96
COc1ccc(-n2nnc3c(sc4ncc(Cl)cc43)c2=O)cc1	85
COc1ccc(OC)c(NP2(=O)OCC(C)([N+](=O)[O-])CO2)c1 (stereo unspecified)	111
CC(=O)Nc1ccc(/C=C/c2cc[n+](C)cc2)cc1	99
Nc1nc(N)c(NC(=O)CNc2ccc(C(=O)O)cc2)c(N)n1	107
O=C(/C=C/c1cccc(Br)c1)c1nc2ccccc2n1Cc1ccc(F)cc1	3.1*
Cc1ccc(C)c(S(N)(=O)=O)c1	107
CC(C)OC(=O)Oc1cc(Cl)c(Cl)cc1Cl	103
c1ccc(COc2ccc(-c3nc4cc5nc6ccccc6[nH]c5cc4n3)cc2)cc1	110
O=C(CN1C(=O)S/C(=C\C(Cl)=C\c2ccccc2)C1=O)NC1C=CS(=O)(=O)C1 (stereo unspecified)	-5.2*
COc1ccc(-c2cc(C(=O)N3CC(C)OC(C)C3)on2)cc1OC1CCCC1 (stereo unspecified)	97
O=C(O)c1ccc(-n2cc(/C=N/Nc3ccc(F)cc3)c(-c3ccc(F)c(F)c3)n2)cc1	28
COc1ccc(NC2=C(I)C(=O)c3ncccc3C2=O)cc1	-48*
COc1ccc(C(C)=C(c2ccc(OCCN3CCCC3)cc2)c2ccc(OCCN3CCCC3)cc2)cc1	100
C(=N\c1nc(NCc2ccccc2)[nH]c1-c1ccccc1)/c1ccccc1	104
Cc1cnc2cc(Cl)ccc2c1Cl	115
Cc1nc2sc(C(=O)Nc3cccc(Br)c3)c(N)c2cc1C(=O)c1ccc(C(F)(F)F)cc1	99
COc1ccc(-c2nsc3c2NC(=O)CC3c2ccc(Cl)cc2)cc1 (stereo unspecified)	80
CC(=O)n1cc(/C=C2\N=C(c3ccc(Cl)cc3)N(c3ccc(S(=O)(=O)Nc4nccs4)cc3)C2=O)c2ccccc21	73
O=CNc1c(Cl)cc2c(c1Cl)Cc1cc([N+](=O)[O-])ccc1-2	18
Cc1c(O)cc(-c2cnc(Nc3ccccc3)s2)c(O)c1C	101
Nc1nc2c(C(=O)Nc3ccc(Cl)cc3)c(Nc3ccccc3)nn2c(-c2ccc(Br)cc2)c1-c1nc2ccccc2s1	105
Cc1[nH]c2ccccc2c1CCNC(=O)c1cccs1	98
COc1ccc(/C=C(\C(=O)NCc2cccnc2)S(=O)(=O)c2ccccc2)cc1OC	33
COc1ccc2c(c1)oc1c2c2c(c3c4ccccc4n(C)c13)C(=O)NC2=O	86
Oc1ccc(Cl)c(Nc2ncnc3c2cnn3CC(Cl)c2ccc(Br)cc2)c1 (stereo unspecified)	80
COc1ccc(/C=C2\SC(=S)N(CCc3ccc(O)cc3)C2=O)cc1	73
O=C1/C(=C\c2cccn2C/C=C/c2ccccc2)c2ccccc2N1c1c(Cl)cccc1Cl	71
Cc1ccc(C(=O)Nc2ccc(CN3CCN(C)CC3)c(C(F)(F)F)c2)cc1C#Cc1cnc2cccnn12	-72*
Cc1ccc(-n2nnc(C3=NCCc4c3[nH]c3ccc(Cl)cc43)c2C)cc1	39
c1ccc2c(N3CCOCC3)c3c(nc2c1)CCCC3	99
C[C@@H]1[C@H]2[C@H](C=C3[C@@H]4CC[C@H]5Cc6nc7c(nc6C[C@]5(C)[C@H]4C[C@@H](O)[C@@]32C)C[C@@H]2CC[C@H]3C4=C[C@@H]5O[C@@]6(CC[C@](C)(CO)O6)[C@@H](C)[C@@]5(O)[C@@]4(C)[C@H](O)C[C@@H]3[C@@]2(C)C7)O[C@]12CCC(C)(C)O2	4.6*
COc1ccc(NCN2C(=O)c3ccccc3C2=O)cc1	96
BrCCCOc1ccc(Nc2ncnc3c2cnn3-c2ccccc2)cc1	96
C#C[C@]1(O)CC[C@H]2[C@@H]3CC=C4c5sc(Nc6ccncc6)nc5CC[C@]4(C)[C@H]3CC[C@@]21C	-24*
N#C/C(=C/c1ccc([N+](=O)[O-])cc1)c1nnc(NC(=O)c2ccc(-n3c(=O)[nH]c4ccccc4c3=O)cc2)s1	99
O=c1c2ccccc2ncn1-c1ccc(Cl)cc1	74
COc1cccc(C2CCN(C)C2)c1 (stereo unspecified)	100
N#C/C(=C\c1ccc(-c2ccc(Cl)c(Cl)c2)o1)c1nc(-c2ccco2)cs1	103
Cc1ccc(NC(=S)NC(=O)c2ccccc2)cc1NC(=S)NC(=O)c1ccccc1	93
